Compound activity: PubChem, several laboratories
MBD2 inh = blocks human MBD2 binding to methylated DNA; Q9UBB5; TR-FRET, MBD2 binding to methylated oligonucleotide; inhibition, % at 4.4 µM; hit rate 0.31% among 370,000; in the data active = inhibition above about 13%
HTRA1 inh = inhibitors of human serine peptidase HTRA1; Q92743; recombinant HTRA1, FP-rhodamine activity-based probe, fluorescence polarization; inhibition, % at 5.96 µM; hit rate 0.5% among 340,000; AID 504803; in the data active = inhibition above about 36%;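 also: 0% = enzyme with DMSO and 100% = wells lacking enzyme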
rCAG RNA binder = binds r(CAG) RNA repeats. r(CAG) RNA repeat, TO-PRO-1 dye displacement fluorescence. inhibition, % at 3 µM. hit rate 1.3% among 370,000. AID 651821;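 active = inhibition above the plate cutoff, the mean of all test compounds on that plate plus 3 SD, cut at about 35% in these data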;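 also: 0% = DMSO alone and 100% = 100 µM mitoxantrone as full dye displacement; higher means more dye released from RNA so lower well fluorescence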
PRMT1 inh = blocks human protein arginine methyltransferase 1. Q99873. recombinant PRMT1, activity-based probe fluorescence polarization. inhibition, % at 2.79 µM. hit rate 1.3% among 370,000;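 active = inhibition above about 21% made by adding two undisclosed values, limit read from the data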
Target sequence (Q99873 whole entry, looked up): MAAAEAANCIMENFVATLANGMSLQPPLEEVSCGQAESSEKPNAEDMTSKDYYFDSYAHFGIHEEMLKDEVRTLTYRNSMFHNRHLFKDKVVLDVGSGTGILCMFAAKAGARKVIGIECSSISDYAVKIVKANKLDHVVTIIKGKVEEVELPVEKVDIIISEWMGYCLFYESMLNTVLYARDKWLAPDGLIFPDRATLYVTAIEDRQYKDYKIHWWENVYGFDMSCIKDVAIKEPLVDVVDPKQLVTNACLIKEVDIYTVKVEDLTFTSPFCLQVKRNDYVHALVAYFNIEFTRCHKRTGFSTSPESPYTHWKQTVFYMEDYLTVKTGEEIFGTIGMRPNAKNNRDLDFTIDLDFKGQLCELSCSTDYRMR
SIAE primary = human SIAE inhibition, primary screen | Q9HAT2 | SIAE FP-Rh probe binding, fluorescence polarization | inhibition, % at 9.66 µM | hit rate 0.69% among 370,000 | AID 1053197;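 active = inhibition above a cutoff: mean of compounds within the control limits plus 3 SD of those, cut at about 17% in these data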;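 also: 0% = plate median of compound wells and 100% = probe without SIAE protein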
TCR CD3 inh = human TCR-CD3 binding inhibition; TAMRA-labeled TCR probe fluorescence, biochemical; inhibition, % at 9.4 µM; hit rate 0.37% among 360,000; AID 651800; in the data active = inhibition above about 19%;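 also: recombinant mutant TCR 2C K166C tagged with TAMRA read by polarization; 0% = receptor in buffer alone and 100% = receptor with positive control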
NPR2 activator = GC-B (human) receptor activation; AID 1920062; P20594; HEK293-GC-B cells, CNP EC30, cGMP TR-FRET; 0% at EC30 CNP, 100% saturating CNP; hit rate 0.11% among 370,000; activation, % at 10 µM;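 active = activation at 10 µM reaching about 35% in either raw or pattern-adjusted values, limit read from the data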
NPR1 activator = GC-A (human) enzyme activation; P16066; HEK293 GC-A cells, cGMP TR-FRET, EC30 ANP; 0% at EC30 ANP, 100% saturating ANP; activation, % at 10 µM; hit rate 0.14% among 370,000; AID 1671463; in the data active = activation above about 40%
ABHD4 inh = inhibits mouse alpha/beta hydrolase domain 4; purified mABHD4, FP-Rh probe fluorescence polarization; Q8VD66; hit rate 0.54% among 370,000; inhibition, % at 8.92 µM; AID 720543;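 active = inhibition exceeding the mean over every tested compound plus 3 SD, cut at about 30% in these data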;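 also: 0% = plate median of compound wells and 100% = S159A mutant with DMSO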
Target sequence (Q8VD66 whole entry, looked up, the tested form may be a part): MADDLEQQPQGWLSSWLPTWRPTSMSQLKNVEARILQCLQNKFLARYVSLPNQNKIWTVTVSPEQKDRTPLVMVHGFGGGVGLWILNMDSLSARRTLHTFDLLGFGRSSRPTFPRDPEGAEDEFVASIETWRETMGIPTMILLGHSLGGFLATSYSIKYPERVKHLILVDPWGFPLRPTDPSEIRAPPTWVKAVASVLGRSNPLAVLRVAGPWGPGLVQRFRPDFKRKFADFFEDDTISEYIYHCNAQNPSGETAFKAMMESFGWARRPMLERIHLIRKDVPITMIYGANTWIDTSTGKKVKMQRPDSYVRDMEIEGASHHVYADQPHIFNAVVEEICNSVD
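Test system: mABHD4 protein; Read-out basis: % inhibition; Incubation: 45 min + 60 min at 25 °C; Repeats: single replicate; Technique: fluorescence polarization with parallel and perpendicular emission, 525/598 nm; Compound: 8.92 µM, single dose; Benchmarks: full inhibition S159A mutant plus DMSO, zero as sample-well median.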
UHRF1 MBD2 ctr = UHRF1 methyl-DNA binding inhibition; Q96T88; UHRF1 binding to methylated oligo, TR-FRET; hit rate 0.75% among 370,000; inhibition, % at 4.4 µM; in the data active = inhibition above about 21%;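 also: UHRF1 SRA domain binding a hemimethylated CpG hairpin DNA probe; 0% = median of test compound wells and 100% = reference inhibitor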
Numbers without * were called inactive; · = not tested or not shown.

SMILES | MBD2 inh | HTRA1 inh | rCAG RNA binder | PRMT1 inh | SIAE primary | TCR CD3 inh | NPR2 activator | NPR1 activator | ABHD4 inh | UHRF1 MBD2 ctr
O=C(NC1=C(Nc2ccc(F)cc2)C(=O)c2ccccc2C1=O)c1ccc(Cl)cc1 | 1 | 10 | 2 | -2 | 1 | 6 | -3 | -7 | 6 | -3
Nc1cc(OCC(F)(F)F)cc([N+](=O)[O-])c1 | -4 | -3 | -3 | -1 | -1 | 10 | -3 | 3 | 8 | 0
O=C(COc1cc(F)ccc1[N+](=O)[O-])NCCCc1ccccc1 | 1 | -2 | -4 | -1 | -17 | 4 | -1 | -1 | -1 | 2
CCOc1ccc(C(=O)NC(=S)Nc2ccccc2N2CCCCC2)cc1[N+](=O)[O-] | 1 | -5 | 4 | 0 | -6 | 5 | -2 | 3 | 0 | 0
CC(C)Cc1cc(C(=O)Nc2ccc(F)cc2F)no1 | 0 | -4 | 0 | -2 | 0 | -3 | 3 | 1 | 5 | 24*
CCN(CC)CCNC(=O)CCc1c(C)nc2c(c(C)nn2-c2ccc(C)c(C)c2)c1C | 8 | -6 | -2 | 3 | -7 | -4 | -13 | -2 | 2 | 6
CCN(CC)c1c(C)nc2ccc(C(=O)NCc3ccc4c(c3)OCO4)cn12 | 1 | · | 1 | -4 | 1 | 3 | -4 | -2 | -2 | 0
CCCCn1c(N)c(N(CCOC)C(=O)c2ccc(N(C)S(=O)(=O)c3ccc(C)cc3)cc2)c(=O)[nH]c1=O | -1 | 0 | -1 | -2 | -5 | 5 | 1 | 2 | 3 | 1
CS(=O)(=O)N1CCC(C(=O)Nc2cc(Cl)c(Cl)cc2Cl)CC1 | -2 | -3 | 3 | -6 | 2 | 1 | -2 | -5 | -1 | 0
CNC(=O)c1cc(Oc2ccc(NC(=O)c3[nH]c(-c4ccccc4)c4c3C(=O)N(C)C4=O)cc2)ccn1 | -2 | · | 4 | -7 | 1 | 1 | 5 | 2 | -6 | 0
O=C(O)CSc1sc(=S)sc1SCC(=O)O | -4 | 8 | -1 | 15 | 1 | 8 | 4 | 2 | 7 | -1
COCCNC(=O)c1cc2nc3c(c(C(F)(F)F)n2n1)CCc1ccccc1-3 | 1 | 10 | 4 | -2 | 0 | 7 | 5 | 2 | 1 | -1
COc1ccccc1N1CCN(C(=O)NCc2ccc(Cl)cc2)CC1 | 0 | -1 | -6 | -4 | -6 | 4 | 4 | 0 | 7 | 0
Cc1ccc2c(CC(=O)OCc3csc(C)n3)coc2c1 | -1 | 1 | -3 | 4 | -1 | -3 | 2 | 5 | -2 | 2
Cc1oc2ccc(O)cc2c1C(=O)c1ccc(F)cc1 | -6 | · | 0 | -6 | 3 | -2 | 4 | 1 | -3 | -1
Cc1cc(C)n(CCCO)c(=O)c1C#N | -7 | 3 | 0 | -3 | -3 | 5 | -1 | 0 | -2 | -4
CCc1c(C)[nH]n(CCC#N)c1=O | -4 | -2 | -2 | -1 | 1 | 2 | 7 | 1 | 5 | -4
COc1ccc(N/C=C2\CCOC2=O)cc1 | -4 | -7 | 0 | 1 | 6 | 4 | 3 | -2 | -1 | -4
CCC1Oc2ccccc2N(CC(=O)NC2CCCCC2C)C1=O (stereo not given) | -6 | 4 | -7 | -6 | 7 | 4 | 5 | 3 | -6 | 1
COc1ccccc1C(=O)C1CCCN(C(=O)c2cccc(Cn3cccn3)c2)C1 (stereo not given) | 0 | 7 | -4 | -2 | 1 | 4 | -3 | -1 | -4 | 1

3 entries from above, sorted by the value under SIAE primary, highest first:
SMILES	SIAE primary
Cc1oc2ccc(O)cc2c1C(=O)c1ccc(F)cc1	3
O=C(NC1=C(Nc2ccc(F)cc2)C(=O)c2ccccc2C1=O)c1ccc(Cl)cc1	1
Cc1ccc2c(CC(=O)OCc3csc(C)n3)coc2c1	-1

Later entries
SMILES | MBD2 inh | HTRA1 inh | rCAG RNA binder | PRMT1 inh | SIAE primary | TCR CD3 inh | NPR2 activator | NPR1 activator | ABHD4 inh | UHRF1 MBD2 ctr
Cc1nc2ccc(NC(=O)Cc3cccc(F)c3)cc2s1 | -4 | 3 | 1 | 1 | -4 | 3 | 0 | 2 | 1 | 2
CCOC(=O)c1cnc(SCC(=O)Nc2cccc(OC)c2)nc1N | 3 | 3 | 1 | -3 | 3 | 2 | -5 | 2 | 0 | -4
CN1CCN(C2=C(Cl)C(=O)N(c3cccc(Cl)c3)C2=O)CC1 | -2 | -21 | 11 | 6 | -5 | 4 | 1 | 2 | -3 | 0
COc1cc(C(=O)COC(=O)C2CC2(Cl)Cl)cc(OC)c1OC (stereo not given) | 1 | -4 | 5 | -1 | 3 | -5 | 2 | -1 | 6 | 0
O=C(/C=C\Nc1ccc2c(c1)OCO2)c1cccs1 | -3 | 0 | 0 | 10 | 5 | -1 | -2 | 4 | 7 | -4
C[C@@H]1CN([C@H](C)CO)C(=O)c2cc(Br)cnc2O[C@@H]1CN(C)C(=O)Nc1cccc(F)c1 | 1 | 6 | 2 | 3 | 0 | -6 | 0 | -4 | -1 | 2
Cc1ccc(S(=O)(=O)c2c(N)n(-c3ccccc3)c3nc4ccccc4nc23)cc1 | 1 | -19 | 5 | 2 | -3 | -1 | 11 | 11 | 1 | -4
O=C(CSc1nnc(-c2cccnc2)n1-c1ccc(F)cc1)NCc1ccc2c(c1)OCO2 | 4 | 1 | -7 | 1 | -3 | 3 | 0 | -1 | 4 | 2
O=c1cc(-c2ccco2)nc(SCc2cccc(Cl)c2)[nH]1 | 3 | -12 | 7 | 6 | 0 | 1 | -1 | -2 | -1 | 3
O=C(NCc1cccnc1)NC1(C(F)(F)F)Oc2ccccc2O1 | 1 | 3 | -1 | 2 | 3 | -1 | 4 | -4 | 4 | -1
O=C(CNC(=O)c1ccccc1)NC1(C(=O)NC2CCCCC2)CCCCC1 | -4 | 2 | -4 | 0 | -7 | 0 | -1 | 0 | 2 | -3
CCOC(=O)CSc1nnc(-c2ccccc2)c(-c2ccccc2)n1 | 2 | -2 | -5 | 0 | -4 | 5 | 1 | -7 | -3 | 2
NC(=O)CC(NC(=O)Cc1ccc(Cl)cc1)c1ccc(NCCCN2CCCC2=O)c([N+](=O)[O-])c1 (stereo not given) | -8 | -1 | -2 | -1 | 2 | 1 | 3 | -1 | 4 | -5
O=C(Nc1ccc(NC(=O)c2cccs2)cc1)c1ccco1 | 5 | -4 | -2 | 2 | -13 | 0 | -5 | -2 | 2 | 5
O=C(C1CCCCC1)N1C[C@H](n2cc(-c3ccc(F)cc3)nn2)[C@@H](O)C[C@@H]1c1ccc(Cl)cc1 | 1 | -47 | 5 | 1 | -6 | -1 | -8 | -14 | -9 | 0
O=C(Cn1nnc(-c2ccccc2-n2cnnn2)n1)N1CCCCC1 | 1 | 1 | 1 | -2 | -1 | 5 | -9 | -1 | 1 | 2
COc1ccc(NC(=O)CN(C)C2=NS(=O)(=O)c3ccccc32)cc1Cl | -3 | 2 | 2 | -3 | -7 | 2 | -3 | 1 | -9 | 1
Cc1cc(C)c2c3c(sc2n1)C(=O)N(c1ccccc1C)CC(=O)N3 | 9 | 7 | -4 | 4 | 0 | 0 | -4 | 1 | -12 | 3
N#Cc1ccccc1NC(=O)CSc1nnc(-c2ccncc2)o1 | 2 | 1 | -1 | 0 | -2 | -7 | 4 | 3 | 3 | 3
Cc1nc(CCN2C(=O)c3ccccc3C2=O)cs1 | -2 | 4 | 0 | -1 | 2 | -1 | 4 | 2 | -2 | -1
Cc1cc(C)cc(NC(=O)c2cc(Cl)sc2Cl)c1 | 1 | -25 | -1 | 0 | 5 | -5 | 2 | -5 | -13 | 1
CCCc1c(-c2ccc(Cl)cc2)ncn1Cc1ccccc1OC | 0 | · | 2 | 2 | 3 | 1 | 1 | -3 | -7 | -1
O=C(NCCN1CCN(S(=O)(=O)c2ccc(F)cc2)CC1)C(=O)NCc1ccccc1 | 1 | 8 | -4 | 6 | -7 | -2 | 8 | 3 | -1 | 1
CN1CCN(S(=O)(=O)c2ccc(F)cc2)CC1 | 1 | -1 | 3 | -6 | 4 | -7 | -1 | -4 | -4 | 3
O=C(COC(=O)c1cc(S(=O)(=O)N2CCOCC2)ccc1F)NCc1ccc2c(c1)OCO2 | 2 | -2 | 3 | -2 | 6 | -5 | 6 | 2 | 6 | -3
COc1ccc(/C=N/OCC(=O)N2CCCC2)c(OC)c1 | 3 | 5 | -2 | 0 | 7 | -1 | 0 | -3 | 1 | -1
COc1cccc(CNC(=O)CCC2CCCN(C(=O)c3cccc(Cl)c3)C2)c1 (stereo not given) | 6 | 7 | -4 | 4 | -6 | -2 | 0 | -1 | -2 | 1
c1ccc2c(c1)Nc1cc3ccccc3cc1O2 | 4 | 1 | 5 | -3 | 5 | 3 | -4 | 2 | 5 | -1
O=C(CCCC(=O)OCC(=O)c1ccc(F)cc1)Nc1cc(C(F)(F)F)ccc1Cl | -8 | -18 | -4 | -2 | -1 | 1 | 0 | 6 | -9 | -4
COc1ccccc1Nc1nnc(SCC(=O)NC2CC2)s1 | 8 | 8 | 2 | 2 | 17* | 1 | 2 | 2 | 5 | 11
O=C(C1CCCN(Cc2ccccc2[N+](=O)[O-])C1)N1CCCC1 (stereo not given) | -2 | 1 | -2 | 9 | -4 | 1 | 7 | 0 | 6 | -2
COc1cc(S(=O)(=O)N2CCCCCC2)ccc1Cl | -3 | 1 | -2 | 0 | -2 | 1 | -2 | 1 | 5 | 0
Cc1ccc(-c2nc3cc(C)c(Br)c(C)n3c2CC(C)(C)C)cc1 | -6 | · | 1 | -2 | 1 | 3 | -6 | -2 | -3 | -3
CCOC(=O)N1CCN(Cc2nc(N)nc(Nc3ccc(Oc4ccccc4)cc3)n2)CC1 | -2 | -8 | -3 | 1 | 3 | -3 | 6 | 3 | 4 | 5
N#C/C(C(=O)N1CCOCC1)=c1/s/c(=C\c2ccccn2)c(=O)n1-c1ccccc1 | 0 | 0 | -4 | 5 | -17 | -2 | -3 | 0 | -5 | 2
O=C1C(=Cc2cccn2-c2ccccc2)C(=O)c2ccccc21 | -2 | 5 | 13 | 1 | -1 | 0 | -3 | -2 | 21 | 0
N/C(=N\OC(=O)COc1ccc2ccccc2c1Br)c1ccccn1 | 0 | -31 | 2 | 3 | -12 | -2 | -3 | 10 | -33 | 0
COC(=O)c1ccc(Cl)c(NC(=O)c2cccc([N+](=O)[O-])c2C)c1 | 4 | 2 | -4 | 0 | -13 | 8 | -4 | -1 | 3 | 0
CCn1c(CN2CCOCC2)nnc1SCC(=O)Nc1ccccc1Cl | -1 | 5 | -3 | -1 | 14 | -5 | -3 | 3 | -1 | 3
Cc1cccc(OCCCCN2CCNCC2)c1 | 2 | 2 | -3 | -1 | -1 | 2 | -6 | 2 | -1 | -2
CNC(=S)N1CCN(c2nc(-c3ccc(Cl)cc3)cs2)CC1 | 5 | -4 | 5 | 0 | 1 | 6 | -17 | -1 | 1 | -2
CN1CCN(C(=O)c2ccc(C3SCC(=O)N3Cc3ccco3)cc2)CC1 (stereo not given) | 4 | 2 | -4 | -4 | -3 | 1 | 6 | -1 | 6 | 0
CC(C)CC(=O)Nc1cccc2c1C(=O)N(c1ccccc1)C2=O | 2 | -1 | -1 | -1 | -5 | 3 | -9 | 1 | -3 | -3

These rows are one share of the data; rates above refer to the full screens.
